Gal4-VP16 FLuc: Gal4-VP16 reporter inhibition counter-screen; AID 2546; 3.5% of 310,000 active; Drosophila S2 Gal4-VP16 UAS-luciferase, luminescence, 20 h; Potency, µM (doses to about 53.6 µM), inactives show at the highest dose activity, negative = inhibition, actives largely listed as inhibitors;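 also: Gal4-VP16 expression switched on by copper sulfate through the metallothionein promoter; potency is read from the fitted curve at half-maximal effect; % is scaled to controls: 0 for no effect and ±100 for the full control effect; nearly all actives have a fitted effect of over 50% in size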
NPC1 promoter act: activates the NPC1 promoter. 2.4% of 320,000 active. Huh7 NPC1 promoter luciferase reporter, 24 h. AID 485313. Potency, µM (highest dose often 9.22 µM), for the others: top-dose activation, actives largely listed as activators;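 also: potency is read from the fitted curve at half-maximal effect; % of control where 0% means no effect; nearly all actives have a fitted effect of over 60% in size; reporter is driven by a mutant NPC1 promoter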
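NPC1 promoter–luciferase Huh7 cells; 24 h compound; luminescence.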
Giardia killer: kills Giardia lamblia; 0.15% of 340,000 active; activity change, % at 7.66 µM, hits read low; Giardia lamblia trophozoite viability; in the data active = activity change below about -80%; inconclusive = between about -30% and that limit;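 also: parasites exposed to compound for two days anaerobically before the ATP read; % is scaled to controls: 0 for no effect and ±100 for the full control effect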
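Giardia trophozoites, 100 cells per well, were exposed to compounds for 48 hrs at 37 deg C under anaerobic conditions; viability was then read as ATP content by bioluminescence after 15-30 min at room temperature.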
p53 reactivation: re-activators of mutant p53; 0.063% of 320,000 active; Potency, µM (top dose mostly 92.2 µM), without a hit: at the top dose activity change, positive = activation, usual class: activators; AID 504706; H1299 p53-A138V BP100-luciferase reporter, luminescence, 24 h; also: potency is read from the fitted curve at half-maximal effect; % of control where 0% means no effect; nearly all actives have a fitted effect of over 45% in size
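H1299 (p53-null), stable ts p53-A138V + BP100-Luc; 1000 cells/well, Opti-MEM/10% FBS; cpd 4 pt, 1:5; 24 h, 37 deg C, 5% CO2; detection reagent 10 min RT; luminescence.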
FLuc counter: inhibits or activates purified firefly luciferase, miR-21 counter-screen; P08659; purified FLuc, Km substrates, luminescence inhibition; Potency, µM (top dose mostly 57.5 µM), for inactives: at the highest dose activity change, negative = inhibition, usual class: inhibitors; 6.9% of 360,000 active; AID 588342;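 also: potency is read from the fitted curve at half-maximal effect; plate controls were vehicle for no effect and reference inhibitor for full effect; nearly all actives have a fitted effect of over 55% in size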
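Purified P. pyralis luciferase, 10 nM final, with Km-level 10 uM D-luciferin and 10 uM ATP in 50 mM Tris acetate pH 7.5, 10 mM Mg acetate, 0.01% Tween-20, 0.05% BSA; 6-point qHTS titration about 60 µM downward; luminescence read.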
Rab9 promoter act: Rab9 promoter activation; Huh7 Rab9 promoter-luciferase reporter, luminescence, 24 h; Potency, µM (series often up to 9.22 µM), without a hit: at the top dose activation, negative = inhibition, hits mostly activators; 2.8% of 320,000 active; AID 485297; also: potency is read from the fitted curve at half-maximal effect; % of control where 0% means no effect; nearly all actives have a fitted effect of over 60% in size
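Quantitative HTS format; Huh7 Rab9-luciferase reporter cells (1500/well) receive compound 2 h post-plating, incubate 24 h at 37 °C, then get luciferase reagent for 10 min before luminescence reading.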
PKM2 activator: increases activity of human pyruvate kinase M2 | 0.34% of 260,000 active | Potency, µM (top dose mostly 57.5 µM), inactives show at the top dose activation, usual class: activators | purified PKM2, Kinase-Glo ATP luminescence, activation; response scale: 0% is enzyme alone, no compound | AID 1631 | P14618; also: potency is read from the fitted curve at half-maximal effect; % is scaled to controls: 0 for no effect and ±100 for the full control effect; nearly all actives have a fitted effect of over 55% in size
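Kinase-Glo luminescence reports ATP generated from ADP (0.1 mM) and PEP (0.5 mM) by purified hPK-M2 after 1 h at room temperature, pH 7.2 imidazole buffer; intermediate enzyme activity allows detecting inhibitors and activators.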
ELG1 genotoxic: genotoxicity induction in ELG1-luciferase HEK293T cells | HEK293T ELG1-luciferase reporter, luminescence, 16 h | Potency, µM (highest dose often 46 µM), without a hit: at the highest dose activity change, positive = activation, most hits filed as activators | 1.3% of 330,000 active | AID 504466; also: potency is read from the fitted curve at half-maximal effect; % of control where 0% means no effect; nearly all actives have a fitted effect of over 60% in size
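HEK293T cells expressing luciferase-tagged ELG1 were exposed to compound or DMSO vehicle for 16 hr at 37 °C and 5% CO2. Luciferase activity was then measured with ONE-Glo after 30 min at room temperature.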
RORgamma inh: ROR gamma (mouse) transcription inhibition; P51450; Potency, µM (doses to about 53.6 µM), inactives show at the highest dose activity change, negative = inhibition, actives largely listed as inhibitors; AID 2551; 5.4% of 310,000 active; Drosophila S2 Gal4-RORgamma UAS-luciferase reporter, 20 h; also: potency is read from the fitted curve at half-maximal effect; % is scaled to controls: 0 for no effect and ±100 for the full control effect; nearly all actives have a fitted effect of over 60% in size
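Luminescence from a UAS-regulated Photinus luciferase reporter in stably transfected Drosophila Schneider cells is measured; decreased signal marks ROR gamma inhibition. Fusion expression is induced by 700 uM copper sulfate for 20 hr.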
Menin-MLL TR inh: displaces Texas Red mutant MLL peptide from human menin | O00255 | Menin + Texas Red MLL mutant peptide, fluorescence polarization | Potency, µM (highest dose often 61.6 µM), inactives show at the top dose FP activity change, negative = inhibition, most hits filed as inhibitors | 0.23% of 270,000 active | AID 1768; active = well fitted inhibition curve with a large enough effect in the polarisation, with a control signal flat, not every such curve was filed as active; inconclusive = small, poorly fitted or top-dose-only effect, or effect the other way, or a change in a side signal; inactive = no such curve, though single readings can be large or run the other way; the % refers to the polarisation; also: potency is read from the fitted curve at half-maximal effect; % of control where 0% means no effect; many of its hits are not listed in these tables
Target sequence (O00255 whole entry, looked up): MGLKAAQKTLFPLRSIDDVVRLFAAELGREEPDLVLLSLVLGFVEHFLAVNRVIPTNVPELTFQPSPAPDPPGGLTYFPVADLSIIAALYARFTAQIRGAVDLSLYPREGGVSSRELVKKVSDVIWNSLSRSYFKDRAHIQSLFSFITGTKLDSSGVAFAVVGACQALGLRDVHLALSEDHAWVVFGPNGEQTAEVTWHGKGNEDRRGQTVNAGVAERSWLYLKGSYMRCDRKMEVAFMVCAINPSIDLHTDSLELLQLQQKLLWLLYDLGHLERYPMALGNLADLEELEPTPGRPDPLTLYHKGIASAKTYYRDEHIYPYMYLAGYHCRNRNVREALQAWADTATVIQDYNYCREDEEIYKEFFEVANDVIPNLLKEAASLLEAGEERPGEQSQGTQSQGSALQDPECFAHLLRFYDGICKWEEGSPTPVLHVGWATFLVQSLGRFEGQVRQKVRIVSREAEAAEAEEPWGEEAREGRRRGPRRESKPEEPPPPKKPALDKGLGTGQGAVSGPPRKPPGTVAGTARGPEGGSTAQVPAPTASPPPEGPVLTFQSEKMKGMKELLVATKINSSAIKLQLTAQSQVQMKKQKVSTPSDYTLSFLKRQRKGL
BRCA1 expr act: activators of BRCA1 expression; AID 624202; MCF7-BRCA1-FFLuc reporter, luminescence, 48 h; response scale: scaled: vehicle 0%, 10 µM genistein 100%; Potency, µM (top dose mostly 46.1 µM), for the others: at the highest dose activation, most hits filed as activators; 1.1% of 380,000 active; also: potency is read from the fitted curve at half-maximal effect; nearly all actives have a fitted effect of over 80% in size; some results filed as inactive show a strong effect at the top dose
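First, MCF7-BRCA1-FFLuc cells (2000/well) attach for 2 h; next, compounds are pin-added and incubated 48 h at 37 °C; finally, luciferase reagent is added and luminescence read after 15 min.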
* marks the source's active call; other numbers are inactive results; u = inconclusive; x = not tested or not shown; & = joins results of further samples; [ ] = dose if it differs, or a comment. Unless noted, calls follow the shape of the dose curve; as a rule, active = well fitted curve in the direction sought with a large enough effect; inconclusive = small, poorly fitted or top-dose-only effect, or another doubt; inactive = no such curve, though single readings can be large; an effect the other way counts as inactive or inconclusive.

SMILES	Gal4-VP16 FLuc	NPC1 promoter act	Giardia killer	p53 reactivation	FLuc counter	Rab9 promoter act	PKM2 activator	ELG1 genotoxic	RORgamma inh	Menin-MLL TR inh	BRCA1 expr act
CCC(c1nnc(SCC(=O)Nc2ccc(N3CCOCC3)cc2)n1Cc1ccccc1)N(C)C (stereo not drawn)	x	6%	10	1%	2%	2%	x	-6%	x	x	0%
Cc1snnc1C(=O)NC(=S)Nc1ccccc1	5.6µM*	2%	-5	5%	0%	4%	-13%	2%	4.5µM*	x	18%
COc1cc2c(=O)n(CCCC(=O)NCC3CCCO3)c(=O)n(CC(=O)c3ccc(F)cc3)c2cc1OC (stereo not drawn)	1%	0%	-2	2%	-9%	3%	-3%	-3%	-7%	-5%	-9%
COC(=O)Nc1ccc2c(c1)Nc1ccccc1CC2	27%	10%	-4	x	u	4%	-5%	0%	u	u	75%
O=C(c1ccc(F)cc1)C1CCN(C(=O)c2ccccc2F)CC1	-5%	-2%	-1	-9%	-3%	0%	0%	-6%	u	-4%	-2%
CCN(CC)c1ccc(C(=O)N/N=C/c2ccc(OC)cc2OC)cc1	-1%	-2%	-3	6%	u	11%	2%	-1%	3%	2%	-31%
C=CCn1c(C)cc(C(=O)COC(=O)/C=C/c2ccc(OC)cc2)c1C	8%	-2%	1	4%	u	-5%	x	-4%	5%	1%	-6%
CCn1ccc2cc(OC)ccc2c1=S	-3%	-1%	-4	0%	-11%	6%	3%	u	20%	u	-10%
O=C(CSc1ccc(-c2ccc(F)cc2)nn1)Nc1ccc2c(c1)OCCO2	4%	-5%	1	2%	u	1%	0%	1%	10%	4%	-11%
O=C(NCCCO)NC12CC3CC(CC(C3)C1)C2	-11%	3%	7	-2%	-1%	-6%	-21%	4%	-4%	-6%	1%
O=C(Nc1ccc(Cl)cc1)Nc1ccccc1Sc1ncc([N+](=O)[O-])s1	u	u	3	u	12µM*	u	-3%	u	11µM*	x	-47%
Cc1ccc(NC(=O)C2CCCNC2=O)nc1 (stereo not drawn)	x	-2%	-2	-4%	2%	13%	1%	3%	-30%[0.365 µM]	15%	10%
COc1ccc(OCc2nc3c4c(ncn3n2)-c2ccccc2CC42CCCC2)cc1	-8%	-3%	23	-4%	-2%	-5%	1%	-6%	-3%	-9%	-27%
Cc1ccc(-c2ccc(CCC(=O)O)n2C(C)C)cc1	9%	-5%	-1	3%	2%	-8%	3%	8%	0%	1%	-2%
OC(COc1ccc(Cl)cc1)CN1CCCCC1 (stereo not drawn)	0%	1%	-5	u	-1%	8%	1%	1%	-18%	0%	-5%
COc1ccc(C(=O)Nc2ccc(S(=O)(=O)N3CCCC3)cc2)cc1	4%	-2%	23	0%	-5%	u	9%	-3%	12%	29%	30%
Cc1ccc(C(=O)CCS(=O)(=O)c2ccc(Br)cc2)cc1	u	1%	1	-2%	1%	4%	-1%	5%	-143%	2%	-9%
COc1cc(C(=O)OC(C)CN2CCOCC2)cc(OC)c1OC (stereo not drawn)	-3%&-3%	0%&-1%	12&-9	-6%&5%	2%&-2%	2%&-7%	3%&-2%	2%&6%	-30%&-27%	-2%&8%	-23%&-14%
COc1ccc(CNC(=O)C[C@H]2C(=O)N(c3ccccc3)C[C@@H]2Cc2ccccc2)cc1	-7%	2%	8	8%	1%	-4%	-14%	-6%	26%	-10%	-25%
CN1/C(=C\C=Nc2cc(S(=O)(=O)N3CCOCC3)ccc2N2CCOCC2)C(C)(C)c2ccccc21	-8%	0%	15	-1%	-1%	-9%	-21%	-1%	u	-4%	-31%
CCCCNC(=S)N(CCN(C)C)Cc1cc2cc3c(cc2[nH]c1=O)OCCO3	1%	-2%	22	0%	-2%	-5%	-19%[11.5 µM]	2%	25%	-12%	-41%
Cc1ccn(CC(=O)NC2CCCN(Cc3ccc(CC(C)C)cc3)C2)n1 (stereo not drawn)	-9%	-2%	6	7%	0%	-2%	5%	1%	2%	x	-9%
CN(CC(=O)O)c1ccc(C(F)(F)F)cc1[N+](=O)[O-]	-4%	0%	12	3%	-2%	-10%	0%	-2%	-17%	0%	-3%
Cc1cc(C)c2cc(C#N)c(N3CCCN(C(=S)NCCCN(C)C)CC3)nc2c1	-1%	-2%	-4	0%	-1%	-4%	x	-3%	0%	u	-53%
Cc1ccc(CNc2oc(-c3ccco3)nc2S(=O)(=O)c2ccccc2)cc1	u	0%	-5	-4%	5%	-4%	10%	0%	u	14%	1%
CCCCc1c(C)c2cc(C)ccc2[nH]c1=O	18%	1%	21	4%	-1%	-1%	3%	11%	u	-1%	17%
O=C(CNS(=O)(=O)c1cccs1)N1CCCC1	22%	0%	0	8%	0%	-1%	26%	-1%	-20%	-9%	2%
COc1cccc(C(N)=O)c1OC(=O)Cc1ccccc1F	-6%	13%	-1	u	u	17%	x	9%	1%	13%	35%
COc1ccccc1CNc1nc2nc(C)c(C)c(=O)n2[nH]1	-7%	-3%	-1	-6%	-2%	1%	4%	-4%	-37%	-8%	-1%
CCOC(=O)CNC(=O)CSc1nnc(NC(=O)c2ccccc2Cl)s1	-13%	24%	-27	23%	11µM*	u	-2%	u	-20%	1%	5%
CCOC(=O)c1sc2ncn(C(CC)C(=O)OC)c(=O)c2c1C (stereo not drawn)	-1%	6%	10	0%	-7%	5%	18%	-4%	15%	-4%	22%
O=C(CC(=O)Nc1ccc(Br)cc1)Nc1ccc(Br)cc1	-3%	-1%	u	-1%	0%	-1%	x	0%	3%	u	-19%
N#Cc1cnn2c3c(cnc12)C(=O)N1CCc2ccccc2C1C3 (stereo not drawn)	-2%	-8%	18	-5%	-3%	-3%	7%	2%	-17%	10%	17%
CCOC(=O)N1CCN(C(=O)CN2C(=O)COc3ccc(C(C)(C)C)cc32)CC1	-10%	4%	-10	1%	-7%	-8%	-7%	0%	6%	15%	-1%
Cc1cccc(/C(N)=N/OC(=O)COc2ccccc2Cl)c1	-25%	22%	10	u	19µM*	16%	-17%	u	0%	2%	u
CCCCNCc1cc(Br)c(OCc2cccs2)c(OC)c1	-9%	3%	-1	-11%	1%	-10%	1%	-7%	-22%	-8%	-50%
Cc1ccc(/C=N/NC(=O)c2ccoc2C)s1	u	u	-6	u	15µM*	3.2µM*	-47%	u	u	0%	u
CC(C)(C)NC(=O)/C(=C/c1cccnc1)NC(=O)c1ccco1	-6%	0%	-22	1%	-1%	-13%	3%	5%	5%	x	24%
CCOc1ccc(C2CC(c3ccccc3)Nc3nc(N)nn32)cc1 (stereo not drawn)	-9%	1%	-2	-5%	2%	18%	-4%	2%	15%	2%	6%
CCOC(=O)c1nc2ccccc2s1	9%	9%	-3	u	13µM*	15%	-6%	u	17%	1%	5%
Cc1ccc(NC(=O)C(c2ccccc2)N2CCN(C(=O)c3ccco3)CC2)cc1Cl (stereo not drawn)	x	-3%	-20	0%	-6%	-3%	x	0%	x	x	-21%
O=C(N/N=C/c1cc([N+](=O)[O-])ccc1O)c1ccc(COc2ccc3c(c2)CCC3)o1	1.4µM*	-31%[inhibitor]	-12	15%	-1%	u	-1%	0%	2.2µM*	u	-27%
Cc1cccc(NC(=O)CN(c2ccc(F)cc2)S(C)(=O)=O)c1	5µM*	-39%[inhibitor]	14	-8%	-2%	-39%[inhibitor]	-6%	-15%	5.6µM*	u	34%
O=C(NCc1cccnc1)NC(C(F)(F)F)C(F)(F)F	-7%	-1%	11	-3%	11%	-1%	0%	-3%	u	-5%	22%
COC(=O)[C@@]1(Cc2ccccc2)C=C[C@@H](C)N1C(C)=O	3%	x	-3	x	x	x	-2%	x	0%	11%	24%
COc1ccc(N2CC(C(=O)OCC(=O)c3ccccc3)CC2=O)cc1 (stereo not drawn)	-3%	-2%	-5	19%	-1%	0%	-5%	2%	-18%	-7%	21%
CC(=O)N1CCN(c2ccccc2NC(=O)COc2cc(C)ccc2C(C)C)CC1	0%	-4%	7	-22%	5%	-2%	12%	-25%	-40%	8%	-41%
COCc1cc(C)n(CC(=O)Nc2ccc(N3CCOCC3)cc2)c(=O)c1C#N	x	1%	5	4%	5%	-2%	x	-1%	x	x	-30%
Cc1nn2c(=O)c3c4c(sc3nc2n1-c1ccccc1)COC(C)(C)C4	3%	-1%	-16	-1%	2%	3%	10%	-8%	2%	x	-15%

Screening data: PubChem BioAssay, National Center for Advancing Translational Sciences (NCATS)

The list is partial, so the mix of outcomes need not match the whole.
